Redox H2O2 prof = compounds producing H2O2 with reducing agent – biochemical, NIH compound library profiling, artefact control for MLSCN library redox annotation, primary screen | AID 878, 2007 | 200,000 compounds, 0.03% hits | activation, % at 10 µM | DTT-dependent redox cycling H2O2, phenol red/HRP absorbance; 100% = 100 µM peroxide control, 0% = buffer;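 active = activation of at least 50% relative to the plate's high and low controls in the primary single-dose screen; inactive = activation below 50%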;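 also: compound incubated with DTT at 0.8 mM final as the reducing agent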
Efa HMGR inh = inhibitors of E. faecalis class II HMGR, primary screen, biochemical, Enterococcus faecalis | HMG-CoA reductase (Enterococcus faecalis, mvaE) | purified E. faecalis HMGR, NADPH absorbance 340 nm kinetic | inhibition, % at 10 µM | 190,000 compounds, 0.41% hits | AID 1066, 2008;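 active = inhibition above a set limit, the median over all tested compounds plus 3 SD, cut at about 9.5% in these data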;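 also: enzyme runs in reverse so mevalonate oxidation gives rising NADPH absorbance; 0% = complete reaction with DMSO and 100% = background rate lacking mevalonate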
NF-kB neuron act = activators of NF-kB expression in neurons, primary screen, cell-based, HTS; human neuronal cells, NF-kB reporter expression; hits give high values; fold change at 12.5 µM; 190,000 compounds, 1.6% hits; AID 1239, 2008; in the data active = fold change above about 3.3
STAT1 activator = STAT1 signaling activators, primary screen, cell-based, HTS, luciferase reporter | activation (% of control), % at 5.5 µM | AID 932, 2007 | 200,000 compounds, 2.6% hits | NIH 3T3 STAT1-luciferase reporter, IFN-gamma, luminescence; 100% = IFN-gamma alone, no compound;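 active = activation above the screen-wide mean activation plus 3 SD, cut at about 130% in these data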;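 also: raw ratio to IFN-gamma control signal so 100% means no change and 0% no light; values of inactives mirror those of a sister screen read the other way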
STAT3 blocker = IL-6 driven STAT3 reporter inhibitors, primary screen, U3A cells, luciferase, luminescence, MLSCN library. IL-6 STAT3-luciferase reporter; host cell line lacks STAT1. inhibition, % at 5.5 µM. 190,000 compounds, 0.89% hits. AID 862, 2007;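 active = inhibition above the mean inhibition across all screened compounds plus 3 SD, cut at about 44% in these data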;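 also: 0% = DMSO only wells and 100% = 100 µM nifuroxazide control wells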
STAT1 inh = STAT1 signaling inhibitors, primary screen, cell-based, HTS, luciferase reporter | 200,000 compounds, 0.35% hits | inhibition, % at 5.5 µM | AID 920, 2007 | NIH 3T3 STAT1-luciferase reporter, IFN-gamma, luminescence;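 active = inhibition above a set limit, the mean inhibition across all tested compounds plus 3 SD, cut at about 34% in these data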;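 also: 0% = IFN-gamma with DMSO and 100% = IFN-gamma with 300 µM nifuroxazide; values of inactives mirror those of a sister screen read the other way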
TLR4-MyD88 BLA = inhibitors of TLR4-MyD88 association in cells, primary screen, cell-based, HeLa CL3-4, BLA complementation, FRET ratio; HeLa CL3-4 TLR4/MyD88 BLA complementation; inhibition, % at 8.4 µM; 200,000 compounds, 0.18% hits; AID 861, 2007; in the data active = inhibition above about 25%;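 also: 0% = vehicle and 100% = reference inhibitor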
Target sequence (O00206 whole entry, looked up): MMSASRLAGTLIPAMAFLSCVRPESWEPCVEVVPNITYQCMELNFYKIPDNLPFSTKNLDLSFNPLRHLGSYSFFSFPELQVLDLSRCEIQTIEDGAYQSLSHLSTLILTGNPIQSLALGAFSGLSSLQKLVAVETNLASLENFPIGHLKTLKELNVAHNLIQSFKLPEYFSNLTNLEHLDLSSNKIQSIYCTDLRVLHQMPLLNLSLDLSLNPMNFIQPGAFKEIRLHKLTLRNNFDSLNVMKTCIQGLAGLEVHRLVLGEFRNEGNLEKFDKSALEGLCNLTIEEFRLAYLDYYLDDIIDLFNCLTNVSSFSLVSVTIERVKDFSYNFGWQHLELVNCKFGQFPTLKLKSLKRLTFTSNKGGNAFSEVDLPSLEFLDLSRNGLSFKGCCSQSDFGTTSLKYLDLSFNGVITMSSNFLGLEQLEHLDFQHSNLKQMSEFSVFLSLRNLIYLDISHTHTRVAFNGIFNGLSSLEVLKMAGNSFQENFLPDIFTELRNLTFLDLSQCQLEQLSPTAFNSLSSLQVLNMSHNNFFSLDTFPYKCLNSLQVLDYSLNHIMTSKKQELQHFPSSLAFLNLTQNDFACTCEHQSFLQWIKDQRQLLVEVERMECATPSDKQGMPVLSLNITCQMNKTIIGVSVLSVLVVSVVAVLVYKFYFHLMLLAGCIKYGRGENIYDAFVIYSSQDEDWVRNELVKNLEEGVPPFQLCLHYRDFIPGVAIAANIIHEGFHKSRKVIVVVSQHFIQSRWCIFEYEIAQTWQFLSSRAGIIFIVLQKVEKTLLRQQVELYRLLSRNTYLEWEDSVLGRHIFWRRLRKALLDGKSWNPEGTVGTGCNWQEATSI
Target sequence (Q99836 whole entry, looked up): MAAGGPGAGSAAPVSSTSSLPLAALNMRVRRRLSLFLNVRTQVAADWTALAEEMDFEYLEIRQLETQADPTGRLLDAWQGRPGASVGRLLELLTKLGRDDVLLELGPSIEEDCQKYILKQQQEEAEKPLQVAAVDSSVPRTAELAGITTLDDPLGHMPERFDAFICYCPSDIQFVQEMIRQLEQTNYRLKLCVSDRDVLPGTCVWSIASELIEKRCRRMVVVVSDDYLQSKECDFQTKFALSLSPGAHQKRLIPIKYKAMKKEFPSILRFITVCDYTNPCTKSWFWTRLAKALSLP
Hsp70 activator = Hsp70 transcriptional activators, primary screen, cell-based, HeLa, Hsp70 promoter luciferase, luminescence, 10 µM; AID 1203, 2008; activation, % at 10 µM; 200,000 compounds, 0.04% hits; HeLa Hsp70 promoter luciferase reporter; scaled: vehicle 0, proteasome-inhibitor control 100%;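 active = activation above the mean across all tested compounds plus 3 SD, cutoff set per campaign, cut at about 5.5% in these data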;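 also: 100% = MG132 at 30 µM as the positive control and 0% = DMSO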
STAT3 act = IL-6 driven STAT3 reporter potentiators, primary screen, U3A cells, luciferase, luminescence, MLSCN library | 190,000 compounds, 0.91% hits | IL-6 STAT3-luciferase reporter; 100% = signal with IL-6 EC80 alone | AID 871, 2007 | activation (% of control), % at 5.6 µM;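 active = activation above the screen-wide mean of compound activation plus 3 SD, cut at about 130% in these data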;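 also: 0% = background luminescence of wells with medium and substrate only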
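Material: STAT3-luciferase reporter U3A cells; Probe or stimulus: IL-6 (33 ng/mL); Incubation: compound pre-incubation 1 h before IL-6, then 6 h stimulation at 37 °C; Technique: luminescence from STAT3-driven luciferase reporter; Evaluation: % activation versus median of IL-6-stimulated wells; Controls: IL-6-only high control.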
APP 5'UTR act = activators of APP 5'UTR luciferase reporter, primary screen, SH-SY5Y cells. SH-SY5Y APP 5'UTR luciferase reporter, luminescence; zero percent = DMSO vehicle wells. activation, % at 2 µM. 190,000 compounds, 1% hits. AID 1276, 2008;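 active = activation above a set limit, based on mean plus 3 SD of controls, cut at about 140% in these data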; also: values of inactives mirror those of a sister screen read the other way
The depositor's hits bear a star.

SMILES	Efa HMGR inh	Redox H2O2 prof	STAT1 inh	NF-kB neuron act	Hsp70 activator	APP 5'UTR act	STAT1 activator	TLR4-MyD88 BLA	STAT3 act	STAT3 blocker
CC(=O)n1nc(-c2ccc(C)cc2)nc1NCc1ccc(F)cc1	3	-0.3	-23	1.4	-0.3	28	118	9	104	0
Cc1ccc(C)c(NC(=O)CSc2nnc(-c3ccccc3C)o2)c1	-2	-0.5	-5	1.3	-0.1	16	105	-7	88	16
CC1CCc2c(C(=O)Nc3nccs3)csc2C1 (stereo not drawn)	-5	-4.0	-17	4.1*	0.5	60	116	4	109	-8
COc1ccc([C@H](C)NC[C@H](O)c2ccc(O)c(NC=O)c2)cc1	-4	-0.4	-13	0.6	1.1	-4	110	-6	116	-17
Cc1ccc(S(=O)(=O)N(CC(=O)N/N=C/c2cccc3c2OCCO3)c2ccccc2F)cc1	-4	0.4	-1	0.96	-0.2	3	101	1	96	3
CS(=O)(=O)c1ccc(C(=O)NC2CCOC2=O)cc1 (stereo not drawn)	-4	-1.7	4	1.2	-0.2	-6	96	-15	97	7
Nc1cc(C(=O)OCC(=O)N2CCCC2)ccc1Cl	2	-0.7	-14	1.5	0.6	6	113	3	99	7
CC(=O)Nc1c(O)nc(SC/C=C/CSc2nc(O)c(NC(C)=O)c(=O)[nH]2)[nH]c1=O	-1	-1.6	-8	0.8	-0.2	25	106	1	100	4
CCOc1ccc(C(=O)N2CCN(c3cccc(Cl)c3)CC2)cc1	-3	-0.4	-6	1.4	0.0	12	105	1	99	8
CC(=O)c1c(C)[nH]c(C(=O)NCCc2cccc(C)c2)c1C	1	-3.9	-19	1.4	-0.3	33	118	-7	85	24
COc1cccc(NC(=O)N2CCC(n3nnc4ccccc43)CC2)c1	-5	-1.0	0	1.3	-0.3	17	99	15	92	13
COc1ccc(S(=O)(=O)Nc2cc(C)ccn2)cc1	-9	0.4	-6	1.4	-0.5	-1	105	-5	107	-2
CN(C)c1ccc(C=Nc2ccc(N(C)C)cc2)cc1	0	-0.5	-50	0.93	0.6	175*	144*	3	112	-11
COC(=O)C1=C(C)N=C2SC(C#N)=C(N)N2C1c1cc(OC)c(OC)c(OC)c1 (stereo not drawn)	-1	-3.3	8	0.94	0.0	10	93	17	104	0
COc1ccc(NS(=O)(=O)c2cc(NC(=O)CNC(=O)c3ccc(C)s3)ccc2Cl)cc1	-7	-0.7	10	1.1	-0.3	22	91	-9	100	0

An excerpt from above with just STAT1 activator.
| Molecule | STAT1 activator |
| --- | --- |
| CC1CCc2c(C(=O)Nc3nccs3)csc2C1 (stereo not drawn) | 116 |
| COc1ccc([C@H](C)NC[C@H](O)c2ccc(O)c(NC=O)c2)cc1 | 110 |
| Cc1ccc(S(=O)(=O)N(CC(=O)N/N=C/c2cccc3c2OCCO3)c2ccccc2F)cc1 | 101 |
| CS(=O)(=O)c1ccc(C(=O)NC2CCOC2=O)cc1 (stereo not drawn) | 96 |
| Nc1cc(C(=O)OCC(=O)N2CCCC2)ccc1Cl | 113 |

Profiles from above.
CC(=O)n1nc(-c2ccc(C)cc2)nc1NCc1ccc(F)cc1 is listed as Efa HMGR inh: 3; Redox H2O2 prof: -0.3; STAT1 inh: -23; NF-kB neuron act: 1.4; Hsp70 activator: -0.3; APP 5'UTR act: 28; STAT1 activator: 118; TLR4-MyD88 BLA: 9; STAT3 act: 104; STAT3 blocker: 0
CC1CCc2c(C(=O)Nc3nccs3)csc2C1 (stereo not drawn) is listed as Efa HMGR inh: -5; Redox H2O2 prof: -4.0; STAT1 inh: -17; NF-kB neuron act: 4.1*; Hsp70 activator: 0.5; APP 5'UTR act: 60; STAT1 activator: 116; TLR4-MyD88 BLA: 4; STAT3 act: 109; STAT3 blocker: -8

The results go on.
SMILES	Efa HMGR inh	Redox H2O2 prof	STAT1 inh	NF-kB neuron act	Hsp70 activator	APP 5'UTR act	STAT1 activator	TLR4-MyD88 BLA	STAT3 act	STAT3 blocker
CC(=O)Nc1nc(-c2ccc(Cl)cc2)nc(C)c1C(C)=O	-8	3.6	12	1.4	0.1	36	89	-3	137*	-42
CC(=O)N1CCN(C(=O)CC2OC(=O)c3ccccc32)CC1 (stereo not drawn)	0	0.2	15	0.83	-0.2	16	87	-8	115	-15
O=C1CCCN1CCCNC(=S)Nc1ccc(F)c(Cl)c1	-1	0.5	4	1	0.1	-10	95	-10	100	8
CCCCCOCC1CC(C/C(C)=N/Nc2nc(-c3ccccc3)cs2)C(=O)O1 (stereo not drawn)	-3	1.8	1	1.1	-0.2	-4	99	2	107	-6
COc1ccccc1-c1cc(C(F)(F)F)nc(N2CCCCC2)n1	-1	0.3	-2	0.9	-0.3	-10	102	-3	100	6
CCc1ccc(OCC(=O)Nc2ccc(N3CCN(S(C)(=O)=O)CC3)cc2)cc1	-1	0.6	1	1.4	-0.2	1	97	-12	98	8
Cc1ccccc1NC1=C(Cl)C(=O)OC1OC(=O)c1ccccc1C (stereo not drawn)	-4	-0.5	10	1	-0.2	6	90	4	107	-6
COc1ccccc1OCC(=O)n1cc(C(=O)c2cc(Cl)cc(Cl)c2O)cn1	-1	-0.6	2	1.1	-0.4	8	99	1	99	3
Cc1cc(C(=O)N2CCN(S(=O)(=O)c3ccccc3F)CC2)c(C)o1	0	-0.6	1	1.5	-0.2	-20	99	-3	105	-5
